Screening results deposited in PubChem by National Center for Advancing Translational Sciences (NCATS).
KAT2A inh: qHTS Assay for Inhibitors of GCN5L2; Histone acetyltransferase KAT2A (Homo sapiens), Q92830; GCN5L2 HAT assay, ThioGlo1 CoA-SH fluorescence; Potency, µM (series often up to 58.9 µM), without a hit: top-dose activity change, negative = inhibition, most hits filed as inhibitors; 390,000 tested, 0.21% active; AID 504327, 2011
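ThioGlo1-coupled HAT assay: 20nM GCN5L2, 70uM acetyl-CoA, 75uM H3(1-25) peptide, pH 7.5. Fluorescence read at 340/540nm at start and after 20 min at room temperature.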
N370S GC: qHTS Assay for Inhibitors and Activators of N370S glucocerebrosidase as a Potential Chaperone Treatment of Gaucher Disease; Lysosomal acid glucosylceramidase (Homo sapiens), P04062; N370S GC spleen homogenate, 4MU-glucoside fluorescence; Potency, µM (top dose mostly 59.4 µM), for inactives: at the top dose activity change, negative = inhibition, usual class: inhibitors; 330,000 tested, 0.092% active;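 also: 0% = full enzyme activity and -100% = no enzyme basal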
FEN1 inh: qHTS Assay for the Inhibitors of Human Flap endonuclease 1 (FEN1) | P39748 | Potency, µM (highest dose often 114 µM), inactives show top-dose activity change, negative = inhibition, actives largely listed as inhibitors | 390,000 tested, 0.35% active | Recombinant FEN1 flap cleavage, fluorescence, 15 min | AID 588795, 2011; also: nearly all actives have a fitted effect of over 65% in size
Target sequence (P39748 whole entry, looked up): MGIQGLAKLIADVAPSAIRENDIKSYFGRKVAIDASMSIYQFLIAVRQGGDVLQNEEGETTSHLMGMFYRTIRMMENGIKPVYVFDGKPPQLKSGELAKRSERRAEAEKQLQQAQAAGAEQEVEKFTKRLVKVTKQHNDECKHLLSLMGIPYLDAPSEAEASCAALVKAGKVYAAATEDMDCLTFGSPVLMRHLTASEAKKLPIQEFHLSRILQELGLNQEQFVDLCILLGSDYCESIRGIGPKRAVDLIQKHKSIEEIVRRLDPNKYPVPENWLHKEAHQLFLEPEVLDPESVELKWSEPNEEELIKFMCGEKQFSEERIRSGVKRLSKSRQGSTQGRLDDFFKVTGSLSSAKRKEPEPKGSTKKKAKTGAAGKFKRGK
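Read-out was taken twice, immediately and after 15 min, following addition of 50 nM substrate to 10 nM FEN1 that had sat with test compound for 15 min at room temperature. Curves came from a four-parameter Hill model.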
* = called active by the depositor; ? = inconclusive; nt = no result given; & = joins results of further samples; [ ] = another dose, or the depositor's remark. Calls follow the shape of the dose curve; as a rule, active = well fitted curve in the direction sought with a large enough effect; inconclusive = small, poorly fitted or top-dose-only effect, or another doubt; inactive = no such curve, though single readings can be large; an effect the other way counts as inactive or inconclusive. Unless noted, % is scaled to controls: 0 for no effect and ±100 for the full control effect; potency is read from the fitted curve at half-maximal effect.

SMILES	KAT2A inh	N370S GC	FEN1 inh
COc1cc(Cl)c(C)cc1NC(=O)COc1ccc(C)nc1[N+](=O)[O-]	0%	-14%	4%
C=CCOc1nc2c(c(=O)n(C)c(=O)n2C)n1Cc1c(Cl)cccc1Cl	-3%	6%	-15%
O=C(NCCCCCCNC(=O)c1cncc(O)c1)c1cncc(O)c1	-10%	-9%	-4%
O=C(Nc1ccccc1)Nc1nc(-c2ccccc2)cs1	-12%	6%	-5%
Cc1nn(CC(=O)NNC(=S)NCC2CCCO2)c(C)c1Br (stereo not drawn)	-5%	-3%	16%
COC(=O)c1ccc(CNC(=O)c2ccc3oc(C(C)C)nc3c2)cc1	-20%	0%	5%
O=C(Cc1c(F)cccc1Cl)NC1=NCCS1	-1%	-4%	-5%
Cc1cc(CNC(=O)C2CCC(=O)N(Cc3ccccc3F)C2)on1 (stereo not drawn)	-19%	0%	-3%
CC(C)Cn1cnc2sc3c(c2c1=N)CCCC3	-3%	-10%	5%
CCN(C(=O)COC(=O)CCCN1C(=O)c2cccc3cccc(c23)C1=O)C1CCS(=O)(=O)C1 (stereo not drawn)	-4%	8%	-9%
COc1ccc(N2CCN(c3ncnc4c3[nH]c3ccccc34)CC2)cc1	nt	-2%	-10%
CCOc1ccccc1NC(=O)C1CCN(C(=O)NCc2ccccc2)CC1	0%	7%	-1%
CCOC(=O)c1c(-c2ccccc2)oc2ccc(OC(C)C(=O)O)cc12 (stereo not drawn)	-22%	6%	-17%
CSCc1ccc(C(=O)Nc2cc(C)cc(C)c2)cc1	-10%	-11%	-2%
COc1ccccc1-c1cc(C(=O)NCCCn2ccnc2)no1	-3%	-3%	-4%
CCOC(=O)N/N=C/c1ccc(N2CCOCC2)s1	-4%	-11%	0%
Cc1cccc(C)c1N(CC(=O)N1CCCC1)S(C)(=O)=O	-12%	0%	-1%
COCc1[nH]nc2c1C(c1ccc(OC)cc1)C(C#N)=C(N)O2 (stereo not drawn)	1%	2%	-3%
COc1cc(-c2nc(-c3ccccc3)c(-c3ccc(Br)cc3)[nH]2)cc(OC)c1O	-7%	nt	8%
Cc1cc(C)cc(S(=O)(=O)c2cnc3ccccc3n2)c1	-6%	18%	2%
C=CCn1c(SCc2nc(N)nc(N(C)C)n2)nnc1-c1cccnc1	-5%	8%	0%
CCOc1ccc(S(=O)(=O)N(CC)CC(=O)NC2CC2)cc1	-1%	-4%	-11%
Cc1ccc(NCCC(=O)c2ccc(Br)cc2)cc1	4%	-2%	-5%
O=C(NC(Cc1ccccc1)c1ccc2c(c1)OCCCO2)c1ccccc1F (stereo not drawn)	0%	?	-1%
CCn1cc(C(=O)NCCCOC(C)C)c(=O)c2cc(S(=O)(=O)N3CCOCC3)ccc21	-1%&1%	14%	18%&15%

Shown with values under each structure: entries from further up.
Order of results – KAT2A inh	N370S GC	FEN1 inh
Cc1cc(C)cc(S(=O)(=O)c2cnc3ccccc3n2)c1
→ -6%	18%	2%
COc1ccc(N2CCN(c3ncnc4c3[nH]c3ccccc34)CC2)cc1
→ nt	-2%	-10%
Cc1nn(CC(=O)NNC(=S)NCC2CCCO2)c(C)c1Br (stereo not drawn)
→ -5%	-3%	16%

Other records:
SMILES	KAT2A inh	N370S GC	FEN1 inh
CCOc1cc(C(N)=O)cc(Br)c1OCC	-1%	-1%	8%
CN1CCOCCOCCN(C)C1=O	-4%	-11%	2%
Cc1ccc(C)c(-c2csc(-c3cccnc3)n2)c1	-18%	17%	8%
CO/N=C(\Cn1ncc(N2CCCC2)c(Cl)c1=O)c1ccc(Cl)cc1	-3%	13%	4%
COc1cc(Cl)cc(/C=N/NC(N)=O)c1O	1%	-7%	2%
O=C(Cn1c(=O)sc2ccccc21)Nc1ccccc1	nt	4%	8%
CC(=O)c1cccc(NC(=O)CSc2ncc3c(n2)-c2cc(Cl)ccc2N(Cc2ccccc2)S3(=O)=O)c1	-23%	nt	-1%
O=C(CN1C(=O)COc2ccc(S(=O)(=O)N3CCCCCC3)cc21)N1CCN(c2cccc(Cl)c2)CC1	-2%	nt	1%
CSCC[C@H](NC(=O)[C@@H]1Cc2ccccc2CN1)C(=O)NC(C)c1ccccc1 (stereo partly drawn)	-7%	-2%	-3%
Cc1cc2nnc(SCCCCN3C(=O)c4ccccc4C3=O)n2c2ccccc12	-2%	9%	nt
O=C(Nc1ccc(/C=C/c2nc3ccccc3o2)cc1)c1ccc(F)cc1	0%	-4%	-8%
Nc1nc(N2CCCCC2)nc(N(c2ccccc2)c2ccccc2)n1	-3%	4%	13%
Cc1cc(=O)[nH]c(N2CCN(C(c3ccccc3)c3ccccc3)CC2)n1	-9%	-3%	24%
CCOC(=O)N1CCC(N(CCN(C)C)C(=S)Nc2ccccc2OC)CC1	-3%	-4%	-6%
CCOC(=O)c1ccc(N2CCN(c3cccc(Cl)c3)CC2)c(NC(=O)Nc2ccc(OC)cc2OC)c1	4%	nt	16%
O=C(NCCc1ccc(F)cc1)c1ccc2nccnc2c1	-1%	nt	20%
Cc1cc(C(=O)OCC(=O)N2CCCCCC2)ccc1[N+](=O)[O-]	2%	nt	-11%
N=c1n(Cc2ccccc2)c2ccccc2n1CC(O)COc1ccc(Cl)cc1Cl (stereo not drawn)	-1%	-18%	-13%
CCc1ccccc1OCC(=O)Nc1cc(S(=O)(=O)N2CCOCC2)ccc1N1CCCCC1	-23%	1%	6%
C#CCOCCOCCOCCNc1nc(N2CCN(C(=O)[C@H](CCC(=O)O)n3cc(C(N)CC(C)C)nn3)CC2)nc(N2CCN(C(=O)[C@H](CCC(=O)O)n3cc(C(N)[C@H](C)CC)nn3)CC2)n1 (stereo partly drawn)	-1%	1%	-6%
COc1ccc(OC)c2[nH]c(=O)c(CCNC(=O)C(=O)c3c(C)[nH]c4ccccc34)cc12	-2%	6%	5%
Cc1ccccc1OCC(=O)N/N=C1\SCC(=O)N1Cc1ccccc1	-8%	-1%	-4%
COc1ccc(CCN(C)C(=O)c2cc(-c3ccccc3)nc3ccc(C)cc23)cc1OC	-24%	-30%	-17%
COc1ccccc1CNC(=O)C(=O)Nc1nccs1	2%	3%	7%
Cc1ccc(Nc2ncnc3sc4c(c23)CCC(C)C4)cc1C (stereo not drawn)	2%	nt	3%
Remaining list, next part.
SMILES	KAT2A inh	N370S GC	FEN1 inh
O=C(NNC(=S)Nc1ccccc1)c1ccco1	-2%	6%	6%
CC(C)[C@H](NC(N)=O)C(=O)NCCc1ccc(Cl)cc1	-16%	0%	16%
CCCCn1c(N)c(N(CC(C)C)C(=O)c2cccc(S(=O)(=O)N3CCN(C(C)=O)CC3)c2)c(=O)[nH]c1=O	-8%	-3%	-4%
CSc1ccccc1NC(=O)c1cnc2n(c1=O)CCS2	-5%	28%	0%
CCCCN1C(=O)C2NN=C(C(=O)OCC)C2C1=O (stereo not drawn)	-8%	-18%	-3%
Cc1csc(NC(=O)c2cc(-c3ccccc3)nc3ccccc23)n1	-17%	-4%	-13%
COc1ccc(-c2cnc(SCC(=O)Nc3nc(C(C)(C)C)cs3)n2Cc2ccco2)cc1	-14%	8%	-16%
Cc1ccc(-c2nc(C)c(CCNS(=O)(=O)c3ccccc3F)s2)cc1	0%	nt	0%
O=C(CSc1nnc(-c2ccco2)o1)NC1CC2CCC1C2 (stereo not drawn)	-2%	-2%	5%
COc1ccc(-c2nc3c(c(=O)[nH]c(=O)n3Cc3ccccc3)n2Cc2ccccc2)cc1	-11%	?	-20%
CCC(C)NC(=S)N1CCN(Cc2ccc3c(c2)OCO3)CC1 (stereo not drawn)	-4%	13%	3%
CCN(CC)CC(=O)Nc1nc(-c2ccc(Cl)cc2)cs1	-6%[0.501 µM]	9%	-13%
CC(C)COC(=O)OCN1C(=O)CN(CCN2CC(=O)N(COC(=O)OCC(C)C)C(=O)C2)CC1=O	-5%&-3%&-11%	-12%&8%	-8%
CCN1CCN(c2cc(-c3ccccc3)nc3cc(-c4cccc(F)c4)nn23)CC1	-9%	-3%	-2%
CCCCn1c(N)c(N(CC(C)C)C(=O)c2cc(-c3ccc(OC)c(OC)c3)nc3ccccc23)c(=O)[nH]c1=O	-2%	-4%	-1%
CC(C(=O)OCC(=O)c1ccc(Br)cc1)N1C(=O)C2C3CCC(C3)C2C1=O (stereo not drawn)	-9%	-19%	0%
COc1ccc(OC)c(CNS(=O)(=O)c2c(C(=O)N3CCCCCC3)c(C)n(C)c2C)c1	0%	nt	-3%
COc1ccccc1NC1=NC2(CCCC2)N=C(N)N1	-11%	-7%	36%
N#Cc1c(NC(=S)NC(=O)c2ccccc2)sc2c1CCN(CCc1ccccc1)C2	2%	-26%	nt
N#Cc1nc(-c2ccco2)oc1N1CCN(c2cccc(Cl)c2)CC1	-6%	15%	3%
Cc1ccccc1NC(=S)/C(=C(\[O-])c1ccc(C)c([N+](=O)[O-])c1)[n+]1ccccc1	1%	0%	-2%
Clc1ccc(N2CCN(c3ncnc4c3oc3ccccc34)CC2)cc1	0%	12%	-6%
COc1ccc(N=Nc2[nH]c3ccc(C)cc3c2O)cc1	2%	-1%	9%
COc1ccc(NC(=O)/C(C#N)=C/C=C/c2ccco2)cc1	-5%	-2%	-5%
O=C(O)c1ccc(CNCc2cc(Cl)ccc2O)cc1	1%	nt	19%

Arranged by number of heavy atoms (largest number first): part of the list above.
SMILES	KAT2A inh	N370S GC	FEN1 inh
Cc1ccc(-c2nc(C)c(CCNS(=O)(=O)c3ccccc3F)s2)cc1	0%	nt	0%
Cc1csc(NC(=O)c2cc(-c3ccccc3)nc3ccccc23)n1	-17%	-4%	-13%
COc1ccc(N=Nc2[nH]c3ccc(C)cc3c2O)cc1	2%	-1%	9%

Carrying on.
SMILES	KAT2A inh	N370S GC	FEN1 inh
C=CCSc1nnc(NC(=O)COc2ccc3ccccc3c2)s1	-9%	4%	0%
CCOC(=O)N1CCC(NC(=O)C(NS(=O)(=O)c2ccc3c(c2)CCN3C(=O)CC)C(C)C)CC1 (stereo not drawn)	-7%	5%	4%
O=C(O)CC1S/C(=N/N=C/C2CC=CCC2)NC1=O (stereo not drawn)	?	-9%	14%
CC/C(=C\C(=O)c1cccnc1)Nc1ccc(C)c(C)c1	1%	-12%	-5%
CC(C)(C)C1=Nn2c(nnc2-c2ccco2)SC1	1%	8%	-3%
O=C1NC(=O)c2cc(NC(=O)C3COc4ccccc4O3)ccc21 (stereo not drawn)	-3%	8%	-3%
COc1ccc(S(=O)(=O)N2CCCCCC2)cc1C(=O)N(C)CC(=O)Nc1ccccc1Cl	0%	-4%	-6%
CC(Sc1ccccc1)C(=O)Nc1ccccc1C(=O)N1CCOCC1 (stereo not drawn)	-4%	5%	6%
COc1cccc(-c2cccc(NC(=O)C3CCN(Cc4ccon4)CC3)c2)c1	-12%	-2%	1%
C#CCOCCOCCOCCNc1nc(N2CCN(C(=O)[C@H]([C@@H](C)O)n3cc(CCCCN)nn3)CC2)nc(N2CCN(C(=O)[C@H](CCCCN)n3cc(CC(C)O)nn3)CC2)n1 (stereo partly drawn)	-2%	-5%	1%
Cc1cnc(C(=O)Nc2ccccc2-c2ccc(C)o2)cn1	8%	-3%	6%
CCOc1ccc(NS(=O)(=O)c2cc(C(=O)N(CC)CC(=O)NCc3cccs3)ccc2C)cc1	-11%	2%	3%
CCCOc1ccc(C(=O)Nc2cccc(-c3nc4ccccc4[nH]3)c2)cc1	-9%	nt	-4%
CCCc1cc(C(=O)NCc2cccs2)no1	-5%	10%	-6%
Cn1c(SCC(=O)N2CCOCC2)nnc1-c1cccc(NC(=O)c2ccccc2F)c1	-4%	10%	-5%&-2%
O=C(NCc1ccco1)c1cccc(C(F)(F)F)c1	-9%	-1%	-6%
O=C(CSc1nc(-c2ccccc2)nc2c1CCCC2)c1ccc(Cl)cc1	-2%	nt	-1%
COc1ccc2c(c1OC)C(=O)N1C2SC(C)(C)[C@H]1C(=O)NCCCOC(C)C (stereo partly drawn)	-3%	-9%	2%
CCc1cccc(CC)c1NC(=O)CN1C2CCCC1CC(NC(=O)Nc1cccc(OC)c1)C2 (stereo not drawn)	-6%	-15%	-10%
O=C(c1ccc2c(c1)OCCO2)N1CCCCC1	-4%&-16%	8%&2%	9%
CCOc1ccc(OCC)c(NC(=O)c2cc(CN3CCOCC3)on2)c1	-8%	nt	2%
O=C1OC2(c3ccc(O)cc3Oc3cc(O)ccc32)c2ccccc21	?	-3%&-19%	nt
COc1cccc(CNC(=O)CSc2n[nH]c(-c3ccccc3Cl)n2)c1	-5%	nt	-12%

In the list so far, 2 have a tert-butyl group:
SMILES	KAT2A inh	N370S GC	FEN1 inh
COc1ccc(-c2cnc(SCC(=O)Nc3nc(C(C)(C)C)cs3)n2Cc2ccco2)cc1	-14%	8%	-16%
CC(C)(C)C1=Nn2c(nnc2-c2ccco2)SC1	1%	8%	-3%

A portion of the library; count on the stated rates, not on these rows.
